Bioassay records (PubChem BioAssay)
KCNK9 inh = human KCNK9 channel inhibition; AID 488922; Q9NPC2; HEK293 KCNK9, FluxOR thallium flux fluorescence; active compounds read low; B-score at 10 µM; hit rate 1.2% among 310,000;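 active = ratio B-score over 3 SD below the library mean, with starting fluorescence within 5 SD of its mean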;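 note: negative B-score means less thallium flux so channel inhibition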
Target sequence (Q9NPC2 whole entry, looked up): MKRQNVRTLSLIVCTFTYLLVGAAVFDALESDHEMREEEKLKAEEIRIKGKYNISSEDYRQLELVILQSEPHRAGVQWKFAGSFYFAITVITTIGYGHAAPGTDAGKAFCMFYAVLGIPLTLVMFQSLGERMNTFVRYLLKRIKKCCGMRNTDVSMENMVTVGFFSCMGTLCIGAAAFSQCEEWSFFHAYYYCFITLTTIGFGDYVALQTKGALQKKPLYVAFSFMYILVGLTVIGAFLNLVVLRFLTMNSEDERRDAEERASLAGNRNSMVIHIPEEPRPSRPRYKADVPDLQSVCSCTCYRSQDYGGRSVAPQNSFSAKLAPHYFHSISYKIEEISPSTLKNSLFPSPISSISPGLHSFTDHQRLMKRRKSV
hERG protect = hERG (human) protection from proarrhythmic block | Q12809 | CHO-hERG, FluxOR thallium flux, dofetilide IC70 present | activation (rescue from dofetilide block), less the hit threshold, % at 10 µM | hit rate 0.51% among 310,000;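 active = activation above the mean of controls blocked by dofetilide plus 5 SD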;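 note: thallium influx through hERG after potassium depolarization seen as dye fluorescence rise; in these data hits start at about 4.7%; inactives centre near -7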
KCNQ1 pot = potentiates or activates the human KCNQ1 potassium channel. B-score at 10 µM. CHO-K1 KCNQ1, thallium flux FluxOR fluorescence; active compounds read high. hit rate 0.35% among 310,000;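 active = fluorescence ratio B-score, a plate-corrected score, at least three library SD, with initial intensity B-score within 5 SD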
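Test system: CHO-K1 cells stably expressing KCNQ1 / Medium: assay buffer / Also added: depolarizing K+/Tl+ stimulus, K2SO4 and Tl2SO4 each 12.5 mM in 5x stock / Incubation: 90 min dye loading and 20 min compound exposure, both at room temperature / Signal: thallium influx via FluxOR fluorescence, kinetic imaging / Evaluation: B score of baseline-normalized fluorescence ratio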
RGS4 act = RGS4 potentiation or activation; HEK293 M3R/inducible RGS4, carbachol calcium flux Fluo4; active compounds read low; B-score at 10 µM; hit rate 0.92% among 310,000; AID 463111;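 active = B-score of the integrated calcium signal more than 4 SD below the library mean, with starting fluorescence not abnormally high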;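 note: negative B-score means reduced calcium response which marks RGS4 activation or potentiation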
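Test system: HEK293 cells with stable M3R and inducible RGS4; also added: carbachol at ECmax as muscarinic agonist stimulus; schedule: dye loading 30 min 37 °C, buffer rest 30 min RT; technique: kinetic calcium fluorescence imaging with Fluo4-AM dye, 2 µM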
ANO1 block = mouse TMEM16A channel inhibition, primary screen | Q8BHY3 | HEK293 TMEM16A/YFP iodide influx fluorescence, ionomycin | normalized B-score (activity score, 25-100; higher = stronger inhibition) at 10 µM | hit rate 1.2% among 310,000 | AID 588511;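 active = ratio plate-corrected score three or more library SD toward inhibition, starting fluorescence score within five deviations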;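 note: score derived from kinetic fluorescence span divided by baseline fluorescence per well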
ANO1 activ = mouse TMEM16A channel activation, primary screen; AID 623877; HEK293 TMEM16A/YFP-H148Q/I152L, iodide quench fluorescence; active compounds read low; Q8BHY3; B-score at 10 µM; hit rate 0.3% among 340,000;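 active = fluorescence-ratio B-score plate-corrected deviation score at least 3 library SD below zero, with starting fluorescence score within 5 deviations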;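 note: channel opened by trigger with iodide after compound preincubation; score built on the fluorescence ratio of max minus min over baseline; more negative score means more quench and so TMEM16A activation or potentiation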
RGS4 block = human RGS4 inhibition | P49798 | HEK293 M3R/RGS4 inducible, Fluo-4 calcium flux; active compounds read high; triggered by carbachol at its EC20 | B-score at 10 µM | hit rate 0.45% among 310,000 | AID 463165;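 active = B-score, a plate-corrected calcium signal, over three deviations above library mean, with baseline fluorescence within five deviations of library mean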;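 note: RGS4 expression induced by doxycycline in cells with stable M3 receptor; B-score is computed from the integrated fluorescence ratio over baseline after carbachol; higher B-score means a larger calcium signal and so more RGS4 inhibition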
Target sequence (P49798 whole entry, looked up): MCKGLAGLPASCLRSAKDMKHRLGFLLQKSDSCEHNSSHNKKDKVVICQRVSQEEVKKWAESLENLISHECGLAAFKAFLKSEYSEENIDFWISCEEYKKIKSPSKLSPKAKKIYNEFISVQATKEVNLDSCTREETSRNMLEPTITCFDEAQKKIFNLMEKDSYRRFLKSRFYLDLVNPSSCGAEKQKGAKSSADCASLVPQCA
HDAC3 inh = human HDAC3 inhibition; inhibition, % at 8.3 µM; hit rate 0.15% among 320,000; recombinant HDAC3, fluorogenic peptide/trypsin coupled, fluorescence; AID 2718; in the data active = inhibition above about 26%, passing the limit was not always enough; inconclusive = no clear call, values can overlap the other calls
Target sequence (O15379 whole entry, looked up): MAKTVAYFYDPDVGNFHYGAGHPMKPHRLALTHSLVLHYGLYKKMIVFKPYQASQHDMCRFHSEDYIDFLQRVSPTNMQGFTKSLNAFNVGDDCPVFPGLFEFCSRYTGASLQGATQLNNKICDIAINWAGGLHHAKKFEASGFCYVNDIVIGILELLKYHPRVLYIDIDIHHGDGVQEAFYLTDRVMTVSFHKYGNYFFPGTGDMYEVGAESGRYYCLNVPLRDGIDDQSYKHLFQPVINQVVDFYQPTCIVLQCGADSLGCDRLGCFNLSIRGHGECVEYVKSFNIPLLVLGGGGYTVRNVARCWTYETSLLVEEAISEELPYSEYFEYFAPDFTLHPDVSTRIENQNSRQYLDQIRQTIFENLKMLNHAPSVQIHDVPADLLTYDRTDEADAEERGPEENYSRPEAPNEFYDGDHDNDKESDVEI
SKKanGAS inh = blocks kanamycin growth of S. pyogenes SKKanGAS strain. hit rate 1.3% among 300,000. BacTiter-Glo, 6 h. inhibition, % at 7.5 µM. AID 1662;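 active = mean replicate score, as percent of positive control median, at least 50; inconclusive = mean below 50 but one replicate at or above 50; inactive = mean and every replicate below 50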;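 note: strain carries kanamycin resistance gene driven by streptokinase promoter and grows in 40 µg/ml kanamycin; loss of luminescence reflects streptokinase promoter inhibition or plain growth inhibition; 0% = median of DMSO wells and 100% = positive control at its reference dose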
KCNK3 block = human KCNK3 channel inhibition, primary screen; CHO-KCNK3 thallium flux, FluxOR fluorescence; active compounds read low; B-score at 10 µM; hit rate 0.84% among 340,000; AID 602410;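 active = B-score under library mean minus 4 SD, starting fluorescence ratio at most library mean plus 5 SD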;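 note: more negative B-score means stronger inhibition of thallium flux through KCNK3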
KCNQ1 block = blocks the human KCNQ1 potassium channel | hit rate 1.3% among 310,000 | P51787 | AID 2642 | B-score at 10 µM | CHO-K1 KCNQ1, FluxOR thallium flux fluorescence; active compounds read high;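 active = compounds whose thallium flux B-score, printed positive for inhibition, exceeds three library SD while starting fluorescence stays within three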;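 note: channel opened by potassium depolarization with thallium stimulus after 20 min compound exposure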
Active calls of the source: *; i = inactive; ? = inconclusive; . = no result given.

No. | Molecule | KCNK9 inh | hERG protect | KCNQ1 pot | RGS4 act | ANO1 block | ANO1 activ | RGS4 block | HDAC3 inh | SKKanGAS inh | KCNK3 block | KCNQ1 block
1 | CN1c2ccccc2Oc2nnc(Cl)cc21 | i | -2 | i | i | i | i | i | -7 | 11 | i | i
2 | COc1cc(CNCc2ccccn2)ccc1OCc1ccc(Cl)cc1Cl | i | -22 | i | i | i | i | i | 6 | 45 | i | i
3 | Cc1nn(CC(=O)c2cccc(Cl)c2)c(C)c1[N+](=O)[O-] | i | -11 | i | i | i | i | i | -11 | 4 | i | i
4 | CCC(Oc1ccc(Br)cc1Cl)C(=O)Nc1nnc(C2CC2)s1 (stereo not given) | i | -10 | i | i | i | i | i | -8 | 18 | i | i
5 | CC1CCCCC1NC(=O)CSc1nnc(-c2ccccc2)n1N (stereo not given) | i | -8 | i | i | i | . | i | 2 | 1 | i | i
6 | COc1ccc(OC)c(/C=N/NC(=O)c2ccncc2)c1 | i | -10 | i | i | i | i | i | 1 | -5 | i | i
7 | Cn1cccc1C(=O)NC(=O)COC(=O)CNC(=O)c1ccc(Cl)cc1Cl | i | -9 | i | i | i | i | i | -2 | -8 | i | i
8 | O=C(CN(Cc1ccccc1)C(=O)c1csnn1)NCc1ccc2c(c1)OCO2 | i | -4 | i | i | i | i | i | 2 | 0 | i | i
9 | CCOC(=O)N1CCN(c2ncnc3c2[nH]c2ccc(OC)cc23)CC1 | i | -12 | i | i | i | i | i | -14 | -1 | i | i
10 | CCCN(CCC)S(=O)(=O)c1cc2c3c(c1)CCN3C(=O)CC2 | i | -10 | i | i | i | i | i | 1 | -2 | i | i
11 | CCOC(=O)N/N=C(\C)c1ccc(Br)cc1 | i | 0 | i | i | i | i | i | 0 | -6 | i | i
12 | CC1(c2ccc(OC(F)F)cc2)NC(=O)N(CC(=O)Nc2ccc3[nH]c(=O)[nH]c3c2)C1=O (stereo not given) | i | -12 | i | i | i | i | i | 1 | -2 | i | i
13 | COc1ccccc1/C=C/C(=O)NC(=S)Nc1ccccn1 | i | -6 | i | i | i | i | i | 5 | 5 | i | i
14 | CC(C)=N/N=C1/NC(=O)C(Cc2ccccc2)S1 (stereo not given) | i | -3 | i | i | i | i | i | 6 | 1 | i | i
15 | Oc1ccccc1CN1CCC(C(O)(c2ccccc2)c2ccccc2)CC1 | i | -9 | i | i | i | i | i | 1 | -10 | i | i
16 | CC(CC12CC3CC(CC(C3)C1)C2)NCc1ccccc1O (stereo not given) | i | -13 | i | i | i | i | i | 0 | -3 | i | 6*
17 | CCOC(=O)c1ccc(NC(=O)c2ccc(NS(C)(=O)=O)cc2)cc1 | i | -1 | i | i | i | i | i | -8 | -21 | i | i
18 | O=C1c2ccccc2NC2(CCCC2)N1O | i | -8 | i | i | i | i | i | 2 | -2 | i | i
19 | O=C(NCC1CCCO1)c1cn(-c2ccccc2)nc1-c1ccccc1 (stereo not given) | i | -8 | i | i | i | i | i | -3 | -2 | i | i
20 | Cc1ccc(S(=O)(=O)NCC(=O)OCC(=O)NC(=O)c2cccn2C)cc1 | i | -11 | i | i | i | i | i | . | 4 | i | i
21 | Clc1ccc(N/N=C/c2cccs2)nn1 | i | -16 | i | i | i | i | i | 6 | 3 | i | i
22 | Cc1nc2c(-c3ccc(F)cc3)c(C)nn2c(C)c1CCC(=O)Nc1ccccc1 | i | -4 | i | i | i | i | i | -14 | 37 | i | i
23 | Cc1ccc(CNC(=O)C2CC(=O)N(c3ccc(OCC(=O)N4CCCC4)cc3)C2)cc1 (stereo not given) | i | -4 | i | i | i | i | i | 1 | -5 | i | i
24 | O=C(Nc1nc(-c2ccccn2)cs1)c1cc2ccccc2o1 | i | -9 | i | i | i | i | i | -3 | 104* | i | i
25 | CC(C(=O)NCC1CCCCC1)N1CCc2ccccc2C1 (stereo not given) | i | -11 | i | i | i | i | i | -5 | 1 | i | i
26 | Cn1c(CCN2CCOCC2)nc2cc(NC(=O)c3cccs3)ccc21 | i | -8 | i | i | i | i | i | -3 | -2 | i | i
27 | Cc1nc([N+](=O)[O-])c(Br)n1Cc1ccccc1 | i | -7 | i | i | i | i | i | -2 | 5 | i | i
28 | O=c1oc(/C=C/c2ccccc2)nc2sc3c(c12)CCC3 | i | -4 | i | i | i | i | i | -3 | 2 | i | i
29 | CCOC(=O)/C(C#N)=C\c1c(C)cc(C)c(COC(C)=O)c1C | i | -4 | i | i | i | i | i | -1 | 1 | i | i
30 | Cc1[nH]c(=S)c(C#N)c(-c2ccco2)c1C(=O)N(C)C | i | -7 | i | i | i | i | i | 9 | 3 | i | i
31 | Cc1noc(C)c1COC(=O)C1COc2ccccc2O1 (stereo not given) | i | -4 | i | i | i | i | i | 2 | -3 | i | i
32 | Cc1ccc(OCC(=O)Nc2cccc(-c3nnc(-c4ccccc4)o3)c2)cc1 | i | -15 | i | i | i | i | i | -9 | 14 | i | i
33 | Cn1cnnc1SCC(=O)Nc1ccc(S(=O)(=O)N2CCCC2)cc1 | i | -11 | i | i | i | i | i | 2 | -4 | i | i
34 | CC1(c2nnc(-c3ccc(Cl)cc3)o2)CC(c2cccnc2)=NO1 (stereo not given) | i | -2 | i | i | i | i | i | -1 | -5 | i | i
35 | CC(C)c1nnc(NC(=O)c2cccs2)s1 | i | -5 | i | i | i | i | i | -1 | -3 | i | i
36 | COc1ccccc1NC(=O)Cc1nnc(SCC(=O)NC2CCCCC2)n1C | i | -7 | i | i | i | i | i | 3 | -7 | i | i
37 | S=C(NCCc1ccccc1)NC1CCC(NC(=S)NCCc2ccccc2)CC1 (stereo not given) | i | -10 | i | i | i | i | i | -2 | -5 | i | i
38 | N/C(Cc1ccc(Cl)cc1Cl)=N\OC(=O)c1cccs1 | i | -19 | i | i | i | i | i | 2 | -1 | i | i
39 | Cc1cc(Cl)ccc1OCC(=O)OCC(=O)N(CC(C)C)c1c(N)n(Cc2ccccc2)c(=O)[nH]c1=O | i | -6 | i | i | i | i | i | -9 | 2 | i | i
40 | CCCCCCN(C(=O)CCCCCN1C(=O)NC(c2ccc(-c3ccccc3)cc2)C(C(=O)OCc2ccccc2)=C1C)C(C(=O)NCCCC)c1ccc(OCC(=O)OC)c(C(=O)OC)c1 (stereo not given) | i | -12 | i | i | i | . | i | -2 | 16 | . | i
41 | O=C(NC1=NCCS1)c1ccccc1Br | i | -2 | i | i | i | i | i | 9 | 1 | i | i
42 | COc1ccccc1NC(=O)c1ccc(NC(=O)CSc2ncn[nH]2)cc1 | i | -8 | i | i | i | i | i | 2 | 8 | i | i
43 | Cc1ccc(C(=O)C(C)OC(=O)C2CC(=O)N(C3CCCCC3)C2)cc1 (stereo not given) | i | -13 | i | i | i | i | i | 1 | -1 | i | i
44 | N=c1c2c(ncn1Cc1ccco1)Oc1ccc3ccccc3c1C2c1ccccc1 (stereo not given) | i | -15 | i | i | i | i | i | 2 | 23 | i | i
45 | Cc1ccccc1-n1nnnc1SCC(=O)c1c(N)n(C)c(=O)n(C)c1=O | i | -13 | i | i | i | i | i | . | 5 | i | i
46 | Clc1ccc(CSc2snnc2-c2ccccc2)c(Cl)c1 | i | -17 | i | i | i | i | i | -1 | -3 | i | 7*
47 | O=C(NCc1ccccn1)c1cccc(S(=O)(=O)Nc2ccc(SC(F)F)cc2)c1 | i | -15 | i | i | i | i | i | 2 | -2 | i | i
48 | COc1cc(S(=O)(=O)N(Cc2ccccc2)CC2CCCO2)ccc1-n1cnnn1 (stereo not given) | i | -4 | i | i | i | i | i | -2 | -2 | i | i
49 | CCCOc1ccc(C(=O)c2nc3c(n2O)CCCC3)cc1 | i | -17 | i | i | i | i | i | 6 | 8 | i | i
50 | CC(=O)c1cccc(NC(=S)NC2CC2)c1 | i | -4 | i | i | i | i | i | -1 | -2 | i | i

(list continues)
No. | Molecule | KCNK9 inh | hERG protect | KCNQ1 pot | RGS4 act | ANO1 block | ANO1 activ | RGS4 block | HDAC3 inh | SKKanGAS inh | KCNK3 block | KCNQ1 block
51 | Brc1cccc(-c2nnc3n2CCC3)c1 | i | -10 | i | i | i | i | i | 7 | -3 | i | i
52 | CC(=O)c1ccc(NC(=O)c2cnn3ccccc23)cc1 | i | -14 | i | i | i | i | i | ? | -3 | i | i
53 | O=c1c2cc(N3CCOCC3)ccc2[nH]c(=S)n1Cc1ccc(Cl)cc1 | i | -8 | i | i | i | i | i | 1 | 20 | i | i
54 | O=C(Cc1ccccc1)N1CCC(O)(c2cccnc2)CC1 | i | -3 | i | i | i | i | i | -3 | 6 | i | i
55 | COc1cc(C)c(NC(=S)Nc2cccc(Cl)c2)cc1OC | i | -14 | i | i | i | i | i | 0 | -3 | i | i
56 | NS(=O)(=O)c1ccc(NNC(=O)c2sccc2Cl)cc1 | i | -8 | i | i | i | i | i | -9 | -6 | i | i
57 | COc1ccccc1C(=O)Nc1cccc(C(=O)N2CCOCC2)c1 | i | -7 | i | i | i | i | i | -7 | -2 | i | i
58 | CC(=O)c1sc(NS(=O)(=O)c2ccc(C)cc2)nc1-c1ccccc1 | i | -11 | i | i | i | i | i | 3 | 17 | i | i
59 | CC(=O)N1CCN(Cc2nc3cc(NC(=O)Cn4nc(C)c5ccccc5c4=O)ccc3n2C)CC1 | i | -9 | i | i | i | i | i | -2 | 0 | i | i
60 | COc1cccc(CN2CCNC(=O)C2CC(=O)N(C)C2CCOCC2)c1OC (stereo not given) | i | -7 | i | i | i | i | i | 2 | 4 | i | i
61 | Cc1cc(C(=O)N/N=C/c2ccc3ccccc3c2)n[nH]1 | i | -14 | i | i | i | i | i | 7 | . | i | i
62 | C=CCOC(=O)c1cn(CC)c2nc(C)ccc2c1=O | i | -7 | i | i | i | i | i | 12 | -16 | i | i
63 | O=C(CN1CCc2ccccc21)NC(=O)NCc1ccco1 | i | -9 | i | i | i | i | i | 1 | 2 | i | i
64 | O=C(Nc1ccc(S(=O)(=O)Nc2ncccn2)cc1)C1CC(=O)N(c2ccc(Cl)cc2)C1 (stereo not given) | i | -7 | i | i | i | i | i | 0 | 1 | i | i
65 | CCOC(=O)c1csc(NC(=O)CCSc2ccccc2)n1 | i | -3 | i | i | i | i | i | 9 | 2 | i | i
